Compound activity as filed in PubChem BioAssay.
hIAP activ: increases human intestinal alkaline phosphatase activity; AID 2524; purified human IAP, CDP-Star luminescence, 30 min; hits give high values; 1 = vehicle-only enzyme, 0 = enzyme-free background; activation factor at 10 µM; hit rate 0.16% among 330,000;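 active means activation factor of the enzyme at least 2-fold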; further: the source names both 10 and 20 µM as test concentration; values of inactives mirror those of a sister screen read the other way
hIAP block: blocks human intestinal alkaline phosphatase. P09923. purified IAP, CDP-Star luminescence, 30 min. inhibition, % at 10 µM. hit rate 0.12% among 330,000;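 active means inhibition reaching a set limit with compound at 10 µM in the primary screen, cut at about 35% in these data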;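 further: plate controls were DMSO wells with enzyme for no effect and no-enzyme buffer wells for full effect; values of inactives mirror those of a sister screen read the other way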
A3A deaminase: blocks human APOBEC3A ssDNA deamination; inhibition, % at 20 µM; recombinant A3A, FAM/TAMRA ssDNA deamination fluorescence; hit rate 0.41% among 330,000; AID 493011;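 active means at least 40% inhibition at 20 µM here, with at most 30% in a related deaminase screen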;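 further: plate controls were A3A with DMSO for no effect and wells lacking A3A enzyme for full effect; some results filed as inactive read as strong as hits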
Target sequence (P31941 whole entry, looked up): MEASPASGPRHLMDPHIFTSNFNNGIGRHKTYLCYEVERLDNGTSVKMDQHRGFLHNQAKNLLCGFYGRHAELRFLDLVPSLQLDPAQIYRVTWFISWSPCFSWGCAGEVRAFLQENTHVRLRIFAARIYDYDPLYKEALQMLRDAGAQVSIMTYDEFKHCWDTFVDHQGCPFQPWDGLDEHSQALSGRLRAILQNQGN
ATG4B inhibitor: blocks human ATG4B protease cleavage of LC3 substrate; Q9Y4P1; ATG4B cleavage of LC3-PLA2, NBD-HPC fluorescence, 1 h; inhibition, % at 8.33 µM; hit rate 0.51% among 340,000; in the data active means inhibition above about 40%
Target sequence (Q9Y4P1 whole entry, looked up): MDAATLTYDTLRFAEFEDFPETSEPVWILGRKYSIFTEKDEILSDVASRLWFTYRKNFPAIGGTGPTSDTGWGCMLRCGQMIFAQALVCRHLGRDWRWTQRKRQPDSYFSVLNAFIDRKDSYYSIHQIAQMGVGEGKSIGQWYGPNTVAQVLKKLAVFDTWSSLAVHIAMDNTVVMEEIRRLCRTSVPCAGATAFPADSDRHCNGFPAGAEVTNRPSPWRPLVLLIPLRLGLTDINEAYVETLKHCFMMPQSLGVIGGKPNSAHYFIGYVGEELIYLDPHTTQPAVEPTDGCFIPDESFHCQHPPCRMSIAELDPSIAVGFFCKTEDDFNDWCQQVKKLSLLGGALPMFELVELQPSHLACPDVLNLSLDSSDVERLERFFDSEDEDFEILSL
mIAP act: increases mouse intestinal alkaline phosphatase activity. hit rate 0.24% among 330,000. AID 2805. muIAP, CDP-Star luminescence, 30 min; hits give high values; 1 = vehicle-only enzyme signal, 0 = enzyme-free wells. activation factor at 10 µM;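 active means activation factor of at least 2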; further: the source names both 10 and 20 µM as test concentration; values of inactives mirror those of a sister screen read the other way
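also added = chemiluminescent substrate CDP-Star | test system = mouse IAP enzyme | signal = chemiluminescence readout | compound = DMSO-dissolved test compounds | incubation = 30 min at room temperature | benchmarks = DMSO wells, no-enzyme wells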
mIAP block: mouse IAP inhibition. AID 2806. hit rate 0.2% among 330,000. inhibition, % at 10 µM. purified mouse IAP, CDP-Star luminescence, 30 min;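 active means inhibition of at least 40% at 10 µM in the primary screen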;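 further: plate controls were DMSO with enzyme for no effect and no enzyme wells for full effect; values of inactives mirror those of a sister screen read the other way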
PfG6PD inh: PfG6PD (Plasmodium falciparum) enzyme inhibition; PfGluPho enzyme, NADPH resazurin-diaphorase fluorescence; inhibition, % at 20 µM; hit rate 0.78% among 350,000;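 active means inhibition reaching at least a set limit at 20 µM in the primary screen, cut at about 59% in these data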;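 further: 0% = DMSO wells with substrate and 100% = DMSO wells lacking glucose-6-phosphate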
HKDC1 inh: inhibitors of human hexokinase HKDC1. Q2TB90. recombinant HKDC1, G6PDH/diaphorase resazurin coupled fluorescence. inhibition, % at 20 µM. hit rate 0.16% among 340,000;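 active means inhibition above about 35% when tested at 20 µM, limit read from the data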;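 further: plate controls were DMSO wells with enzyme for no effect and DMSO wells lacking enzyme for full effect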
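Material – in-house recombinant HK5 (HKDC1) enzyme · Quantity – HKDC1 at 5 µg/mL · Buffer or medium – pH 8.0 Tris buffer with 10 mM MgCl2 · Reagent – glucose with 1 mM ATP · Dosing – single 20 µM dose · Times – reaction time 90 min, room temperature, protected from light · Technique – resorufin fluorescence at 613 nm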
Active calls of the source: *; . = not tested or not shown.

cpd	mol	hIAP activ	hIAP block	A3A deaminase	ATG4B inhibitor	mIAP act	mIAP block	PfG6PD inh	HKDC1 inh
1	O=C(c1ccc(COc2ccc(Cl)cc2Cl)o1)N1CCCC1	1.06	-5.7	1.3	6.0	1.03	-2.7	2.0	-3.9
2	O=C(O)CCc1ccc(S(=O)(=O)N2CCOCC2)cc1	0.872	12.8	-1.6	-1.8	0.925	7.5	10.8	3.6
3	CN(C[C@H](Cc1ccccc1)N(C[C@@H](Cc1cccc2ccccc12)N(CCc1ccccc1)N=O)N=O)N=O	0.939	6.1	3.2	-4.3	1.06	-5.9	-11.8	7.5
4	Cc1ccc(CN2CCN(CC(C)C)C(CCO)C2)s1 (stereo not given)	1.04	-4.5	1.4	8.8	1.05	-5.4	-8.0	-3.0
5	Cn1c(Cn2c(=O)sc3ccccc32)nnc1SCC(=O)NCc1ccco1	0.868	13.2	-1.1	-5.6	0.871	12.9	11.7	-8.1
6	COc1c2c(cc3c1C(CC(O)Cc1ccccc1)N(C)CC3)OCO2 (stereo not given)	0.892	10.8	-3.6	4.7	0.97	3.0	-6.2	2.8
7	O=C(OCC(=O)N1CCc2ccccc21)C1=COCCO1	0.96	4.0	11.1	-0.4	0.977	2.3	-10.0	-1.7
8	CC(=O)N1CCc2cc(S(=O)(=O)CCC(=O)Nc3c(C)n(C)n(-c4ccccc4)c3=O)ccc21	0.997	0.3	1.0	-14.6	0.871	12.9	6.2	-1.3
9	COc1ccc(C2=NC(CO)(CO)CO2)cc1	1.02	-1.7	-6.9	-1.8	0.957	4.3	-11.4	18.1
10	O=C(Cn1c(-c2ccco2)nc2ccccc21)N1CCCCC1	1.05	-4.6	-3.4	-8.4	1.06	-5.7	8.4	-0.3
11	COc1ccc(/C=C/C(=O)c2cc(F)ccc2OC(=O)c2ccccc2)cc1OC	0.881	11.9	2.5	0.7	0.884	11.6	7.2	17.9
12	O=C(CN(C(=O)c1ccc(Cl)cc1)C1CCCCC1)Nc1ccc(Cl)c([N+](=O)[O-])c1	0.864	13.6	3.8	21.6	0.964	3.6	-2.6	2.7
13	FC(F)(F)c1cccc(N2CCc3cn[nH]c32)c1	1.26	-25.8	0.2	-2.8	1	-0.4	-3.2	1.2
14	Cc1ccc(NC(=O)CSc2nc3ccccc3c(=O)[nH]2)cc1[N+](=O)[O-]	0.995	0.5	-1.5	-4.8	1.01	-1.0	-0.8	8.4
15	CCOC(=O)C1=C(C)N(C[C@@H]2CC[C@@H](Cc3ccc(-c4ccccc4)cc3)O2)C(=O)NC1c1ccc(-c2ccccc2)cc1 (stereo not given in full)	.	.	3.0	-5.1	1.18	-9.2	21.2	-2.5
16	CC(CN(C)Cc1ccccc1)OC(=O)c1ccc2c(c1)OCCO2 (stereo not given)	0.914	8.6	-1.2	4.3	0.933	6.7	12.6	0.3
17	CC(C)CNC(=O)COC(=O)c1cc(S(=O)(=O)N2CCCCC2)ccc1N1CCOCC1	1.2	-19.9	3.2	-0.7	0.896	10.4	0.5	-3.3
18	COc1ccccc1CCC(=O)OCC(=O)c1c(N)n(CC(C)C)c(=O)n(C)c1=O	1.08	-8.4	-0.4	1.3	1.03	-3.1	8.8	1.2
19	COc1ccc(C2CC(=O)Oc3c(C(CCN4CCN(c5ccccc5)CC4)c4ccc(N(C)C)cc4)c(OC)cc(OC)c32)cc1 (stereo not given)	0.911	8.9	-3.2	0.6	0.98	2.0	-2.4	0.9
20	COc1ccc(Cc2nc(-c3cccc(C)c3)no2)cc1	0.932	6.8	-3.1	10.8	0.952	4.8	10.5	-5.4
21	COc1ccc(S(=O)(=O)Nc2ccccc2C(=O)NCc2cccnc2)cc1	0.999	0.1	-3.5	8.9	0.906	9.4	-13.6	5.2
22	Cc1ccc(S(=O)(=O)NCC(=O)OCC(=O)NCCc2ccccc2)cc1	0.995	0.5	3.7	-3.3	0.998	0.2	2.3	-2.1
23	CCOC(=O)C1CCCN(C(=S)Nc2ccc(S(=O)(=O)N3CCOCC3)cc2)C1 (stereo not given)	1.05	-4.8	-7.1	-8.9	0.983	1.7	6.0	-5.0
24	CCc1c(C#N)sc(C(N)=O)c1CC	0.982	1.8	-0.9	5.7	1.02	-2.1	10.5	2.0
25	NC(=O)c1c(NC(=S)Nc2ccc(F)cc2)sc2c1CCCC2	0.949	5.1	-5.4	-4.7	0.882	11.8	17.4	-6.3
26	C=CCNC(=O)COC(=O)c1oc2ccccc2c1CSC1CCCCC1	0.978	2.2	-3.2	17.7	0.964	3.6	7.9	-10.7
27	CCN(CC)CCNC(=O)/C(=C/c1cn(C)c2ccccc12)NC(=O)c1ccc(OC)c(OC)c1	0.793	20.7	3.2	2.9	0.977	2.3	-8.5	-2.5
28	CCCn1nnc(NC(=O)c2ccc(F)cc2)n1	0.82	18.0	1.4	1.4	1.05	-5.2	-4.6	-6.3
29	CCc1ccc(N(CC(=O)NC2CC2)S(=O)(=O)c2ccc(C)cc2)cc1	1.29	-29.3	-0.7	-5.6	0.892	10.8	-3.2	1.4
30	CCOC(=O)C1CCCN(C(=O)Cc2ccc(OC)c(OC)c2)C1 (stereo not given)	0.988	1.2	-2.3	5.0	0.915	8.5	15.4	1.1
31	COc1ccc(NC(=O)c2ccccc2O)c(OC)c1	1.42	-42.1	-10.0	0.8	1.05	-5.0	12.9	-5.7
32	Brc1ccc(CNCc2cccs2)cc1	0.926	7.4	-3.7	-2.8	1.05	-5.1	-5.4	3.9
33	CN(Cc1ccccc1)C(=S)NC(=O)c1cccs1	1.08	-7.7	-1.5	-6.4	0.947	5.3	-1.9	-7.3
34	COc1ccc(C)cc1NC(=O)c1cc(-c2ccccc2)nc2c1cnn2C(C)C	1.02	-1.7	-1.7	4.0	0.959	4.1	17.3	-1.8
35	COc1ccc(N2CCN(c3nc4ccccn4c(=O)c3/C=C(\C#N)S(=O)(=O)c3ccccc3)CC2)cc1	0.97	3.0	-6.3	6.5	0.785	21.5	15.5	2.6
36	C#Cc1ccc([C@@H]2C=C(C(=O)N3CCOCC3)O[C@H](OCc3ccc(CO)cc3)C2)cc1	0.927	7.3	-3.1	-15.6	0.995	0.5	-4.5	-3.1
37	N#CCSc1n[nH]c2nc3c(c(=O)n12)C1(CCCC1)Cc1ccccc1-3	1.14	-13.6	2.6	35.2	1.01	-0.8	-12.4	2.3
38	CC(C)CCOc1cccc(OCC(=O)O)c1	1.04	-3.8	-1.2	-11.7	0.942	5.8	18.6	-0.1
39	O=S(=O)(NCCCN1CCOCC1)c1ccc2ccccc2c1	1.17	-16.8	-3.9	12.0	1.06	-6.1	-2.0	-6.2
40	O=C(CN(Cc1ccccc1Cl)C(=O)c1ccc(CN2CCOCC2)o1)NCc1ccccc1	0.799	20.1	-1.7	-6.8	0.995	0.5	0.8	-6.8
41	CSCCC(NC(=O)c1ccco1)C(=O)N1CCCCCCC1 (stereo not given)	1.1	-10.3	-3.8	3.9	0.946	5.4	-10.7	-1.0
42	CC(=O)Oc1ccc2c(=O)c(Oc3ccccc3)coc2c1OC(C)=O	1.42	-41.6	15.4	-3.1	0.79	21.0	-6.3	-3.1
43	CCCCOc1ccc(C2/C(=C(/O)c3ccc4c(c3)CC(C)O4)C(=O)C(=O)N2CCCN2CCOCC2)cc1OC (stereo not given)	1.1	-9.6	-1.2	-2.9	1.04	-3.9	-20.6	-3.0
44	Cc1cc(Br)ccc1SCC(=O)OCC(=O)Nc1ncc(C(F)(F)F)cc1Cl	1.35	-34.9	-1.4	3.1	0.859	14.1	-6.8	6.8
45	Cc1ccc(Cn2ncc3c(N4CCN(CC#N)CC4)ncnc32)cc1	1.09	-8.8	-10.0	7.0	1.05	-4.7	-0.2	0.9
46	C/C(=N\O)C(=O)NCCN(C)C	1.07	-6.8	-8.0	1.5	0.959	4.1	10.9	-7.8
47	CCOC(=O)CCNC(=O)N1CCCC(N2CCN(c3ccc(OC)cc3)CC2)C1 (stereo not given)	1.12	-12.3	-0.1	20.8	1.07	-7.5	-23.4	-3.8
48	COc1cc(NC(=O)c2ccc(-c3cccc([N+](=O)[O-])c3)o2)ccc1NC(=O)C(C)C	0.95	5.0	4.3	4.0	1.11	-10.8	-14.5	3.1
49	O=C(NC1CCCc2c1cnn2-c1ccc(F)cc1F)c1cnccn1 (stereo not given)	1.01	-1.2	-0.5	-15.6	1.06	-6.3	-0.9	8.6
50	COc1cc2c(c(OC)c1OC)-c1c(cc3c(c1OC)OCO3)C[C@H](C)[C@@](C)(O)C2	1.2	-19.7	0.9	1.5	0.93	7.0	-8.7	0.7

Random excerpt: two entries already listed
cpd	mol	hIAP activ	hIAP block	A3A deaminase	ATG4B inhibitor	mIAP act	mIAP block	PfG6PD inh	HKDC1 inh
50	COc1cc2c(c(OC)c1OC)-c1c(cc3c(c1OC)OCO3)C[C@H](C)[C@@](C)(O)C2	1.2	-19.7	0.9	1.5	0.93	7.0	-8.7	0.7
49	O=C(NC1CCCc2c1cnn2-c1ccc(F)cc1F)c1cnccn1 (stereo not given)	1.01	-1.2	-0.5	-15.6	1.06	-6.3	-0.9	8.6

(further entries)
cpd	mol	hIAP activ	hIAP block	A3A deaminase	ATG4B inhibitor	mIAP act	mIAP block	PfG6PD inh	HKDC1 inh
51	COC(=O)C1CCN(C(=O)c2ccc(NC(C)=O)cc2)CC1	1.02	-2.5	-1.4	5.2	1.02	-2.5	-11.4	6.0
52	CC1Oc2ccccc2N(CC(=O)NCC2CCCO2)C1=O (stereo not given)	0.995	0.5	-0.6	2.2	0.953	4.7	-12.4	-10.3
53	CC(=O)c1ccc(NC(=O)CSCCO)cc1	0.954	4.6	-0.3	0.7	1.03	-3.1	-4.5	-13.4
54	O=C(COC(=O)CN1C(=O)c2ccccc2C1=O)NC1CCCCC1	1.11	-10.6	-2.7	1.9	1.08	-8.5	8.9	-3.6
55	CCc1nc(N)c(C#N)c(-c2ccc(OC)c(OC)c2)c1C	1.05	-5.0	0.1	-17.1	0.874	12.6	17.2	2.7
56	COc1ccc2oc(C(=O)OCC(=O)NC3(C#N)CCCC3)c(C)c2c1	0.956	4.4	-4.3	-16.4	0.966	3.4	8.8	-2.7
57	O=C(CSc1n[nH]c(-c2ccc(Br)cc2)n1)NC1CCCC1	1.02	-1.9	-1.1	-2.7	1.1	-10.0	2.5	2.9
